High-throughput results as filed in PubChem.
PME-1 inh – blocks human protein phosphatase methylesterase 1 | AID 2130 | Q9Y570 | recombinant PME-1, FP-Rh probe fluorescence polarization | 320,000 tested, 0.53% active | inhibition, % at 5.9 µM;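 active means inhibition above the campaign mean of all compounds plus 3 SD, cut at about 26% in these data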;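 further: competitive labeling of PME-1 active site by serine hydrolase directed probe; 0% = PME-1 with DMSO and 100% = wells lacking PME-1 enzyme; inhibitors block probe labeling so polarization falls and inhibition rises; many of its hits are not listed in these tables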
Target sequence (Q9Y570 whole entry, looked up): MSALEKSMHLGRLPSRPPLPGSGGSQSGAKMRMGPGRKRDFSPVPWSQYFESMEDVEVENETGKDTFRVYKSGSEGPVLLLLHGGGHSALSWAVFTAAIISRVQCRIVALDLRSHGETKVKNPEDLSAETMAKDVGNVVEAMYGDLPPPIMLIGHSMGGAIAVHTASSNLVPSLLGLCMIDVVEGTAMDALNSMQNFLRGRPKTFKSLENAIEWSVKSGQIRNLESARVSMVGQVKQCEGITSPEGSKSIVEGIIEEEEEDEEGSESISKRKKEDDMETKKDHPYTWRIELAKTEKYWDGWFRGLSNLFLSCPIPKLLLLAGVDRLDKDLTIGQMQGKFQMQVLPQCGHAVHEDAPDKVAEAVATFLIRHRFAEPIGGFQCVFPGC
pPAFAH inh – inhibitors of human plasma PAF acetylhydrolase (pPAFAH); Q13093; recombinant pPAFAH, FP-rhodamine probe fluorescence polarization; inhibition, % at 3.39 µM; 330,000 tested, 1.5% active; AID 463082;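 active means inhibition above the mean inhibition across the screen plus 3 SD, cut at about 25% in these data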;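 further: inhibitors block binding of the rhodamine activity-based probe so polarization drops; 0% = enzyme with DMSO and 100% = wells lacking pPAFAH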
PAD4 FP inh – blocks human protein arginine deiminase 4; Q9UM07; recombinant PAD4, RCA probe fluorescence polarization; inhibition, % at 6.36 µM; 330,000 tested, 0.41% active;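 active means percent inhibition above a cutoff equal to the mean of all tested compounds plus 3 SD, cut at about 15% in these data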;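 further: 0% = PAD4 with RCA probe and DMSO and 100% = probe without PAD4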
GSTO1 counter – counter-screen for RBBP9 inhibitors: inhibitors of human GSTO1. P78417. recombinant GSTO1, activity-based probe fluorescence polarization. inhibition, % at 5.96 µM. 300,000 tested, 1.1% active. AID 1974;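 active means inhibition above the campaign mean inhibition plus 3 SD, cut at about 35% in these data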;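 further: 0% = GSTO1-1 with DMSO and 100% = wells lacking GSTO1-1 enzyme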
LYPLA2 inh – counter-screen for PME1 inhibitors: inhibitors of human LYPLA2; inhibition, % at 5.9 µM; O95372; recombinant LYPLA2, FP-Rh probe fluorescence polarization; 320,000 tested, 0.38% active;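 active means inhibition above the screen-wide mean plus 3 SD, limit set per campaign, cut at about 26% in these data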;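 further: 0% = LYPLA2 with DMSO and 100% = wells lacking LYPLA2 enzyme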
Target sequence (O95372 whole entry, looked up): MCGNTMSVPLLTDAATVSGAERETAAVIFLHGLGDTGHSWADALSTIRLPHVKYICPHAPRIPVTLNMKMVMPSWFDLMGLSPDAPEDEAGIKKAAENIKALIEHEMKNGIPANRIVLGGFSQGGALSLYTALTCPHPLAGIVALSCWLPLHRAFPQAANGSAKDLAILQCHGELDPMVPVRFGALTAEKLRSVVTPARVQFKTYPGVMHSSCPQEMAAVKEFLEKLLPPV
LYPLA1 counter – counter-screen for PME1 inhibitors: inhibitors of human LYPLA1 | recombinant LYPLA1, FP-Rh probe fluorescence polarization | inhibition, % at 5.9 µM | 320,000 tested, 0.16% active;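 active means inhibition above the mean of all tested compounds plus 3 SD, set per campaign, cut at about 14% in these data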;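 further: inhibitors block serine hydrolase probe labeling of LYPLA1 so polarization falls; 0% = enzyme with DMSO and 100% = wells lacking LYPLA1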
Target sequence (O75608 whole entry, looked up): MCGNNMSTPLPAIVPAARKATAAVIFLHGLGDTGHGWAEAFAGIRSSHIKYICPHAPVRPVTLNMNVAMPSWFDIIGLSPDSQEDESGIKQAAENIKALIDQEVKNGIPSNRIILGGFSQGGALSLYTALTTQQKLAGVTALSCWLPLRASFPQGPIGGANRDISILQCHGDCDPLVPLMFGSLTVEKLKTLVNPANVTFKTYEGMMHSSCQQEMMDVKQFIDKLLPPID
PAFAH1B2 FP inh – blocks human PAF acetylhydrolase 1b catalytic subunit 2 | 340,000 tested, 1.2% active | AID 492953 | inhibition, % at 3.39 µM | P68402 | recombinant PAFAH1B2, FP-rhodamine activity probe, fluorescence polarization;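 active means inhibition above the mean of all tested compounds plus 3 SD, cut at about 24% in these data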;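 further: 0% = enzyme with DMSO and 100% = wells lacking PAFAH1B2; many of its hits are not listed in these tables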
PREPL inhibitor – inhibits the human prolyl oligopeptidase-like enzyme. Q4J6C6. recombinant PREPL, fluorescence polarization activity-based probe. inhibition, % at 5.96 µM. 320,000 tested, 0.68% active. AID 2751; in the data active means inhibition above about 43%;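 further: 0% = enzyme with DMSO and 100% = wells lacking enzyme; many of its hits are not listed in these tables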
PAFAH1B3 inh – blocks human PAF acetylhydrolase 1B catalytic subunit 3; recombinant PAFAH1B3, FP-rhodamine probe, fluorescence polarization; Q15102; 340,000 tested, 0.28% active; inhibition, % at 3.39 µM;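 active means inhibition above the screen-wide average of all tested compounds plus 3 SD, cut at about 25% in these data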;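 further: 0% = enzyme with DMSO only and 100% = wells lacking PAFAH1B3 protein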
The depositor's hits bear a star; . = no result given. A portion of the library; the hit share may differ from the screen's.

SMILES	PME-1 inh	pPAFAH inh	PAD4 FP inh	GSTO1 counter	LYPLA2 inh	LYPLA1 counter	PAFAH1B2 FP inh	PREPL inhibitor	PAFAH1B3 inh
C=CCNC(=O)C(=O)Nc1ccc2c(c1)N(S(=O)(=O)c1cccs1)CCC2	1	6	2	-1	2	-1	12	-6	2
CC(C)(C)C(=O)Nc1nnc(SCC(=O)NC2CCCC2)s1	-2	0	-4	2	6	1	0	10	-1
COc1ccc2c(c1)CCc1sc(NC(=O)c3ccc(C)cc3)nc1-2	16	5	1	-6	-5	-4	3	17	10
Cc1ccc(S(=O)(=O)NCCc2ccncc2)cc1C	0	2	0	3	-4	1	2	-2	2
CCOc1ccc(-c2nnc3ccc(SC)nn23)cc1	-9	-9	0	5	-5	-4	1	0	12
CC(=O)N1CCN(S(=O)(=O)c2ccc(C)c([N+](=O)[O-])c2)C1C(C)C (stereo unspecified)	7	5	-4	5	5	0	8	3	-2
COC(=O)c1c(-c2ccc(C)cc2)csc1N	4	1	-7	1	-9	0	3	2	2
CC1CCN(S(=O)(=O)c2ccc(C(=O)N3CCCCC3C(=O)O)cc2)CC1 (stereo unspecified)	-1	1	1	.	9	1	10	1	2
CNc1ccc(Oc2c(F)c(F)nc(F)c2F)cc1	0	2	1	4	11	-1	5	-2	5
Cc1cccc(C(=O)OCC(=O)NC(=O)NCc2ccccc2)c1	-2	3	2	.	-8	-5	3	2	-2
Cc1ccc(CNC(=O)c2ccccc2NC(=O)CN2CCN(C)CC2)cc1	-3	2	0	1	-3	3	4	8	-2
COc1cc(C(=O)N2CCN=C2c2ccccc2)cc(OC)c1OC	-3	3	-1	-1	13	4	3	7	8
Cc1ccc(C)c(N2CCN(c3ncccc3[N+](=O)[O-])CC2)c1	4	28*	2	1	2	0	4	8	6
Cc1cnc(C(=O)OCC(=O)N2CCC(C)CC2)cn1	.	-13	0	.	.	.	-3	15	5
Cn1c(C(=O)NCCN2CCOCC2)cc2sccc21	3	5	7	2	6	-2	0	14	6
O=C(/C=C/c1ccco1)N1CCC(Cc2ccccc2)CC1	-1	12	-3	-1	1	6	-6	2	10
O=C(N/N=C\c1ccc(F)cc1)c1cc(OCC(F)(F)F)ccc1OCC(F)(F)F	-2	-3	1	8	4	-2	-3	-14	-3
CCOc1ccc(CSc2nc(C)cc(COC)c2C#N)cc1OCC	1	4	1	0	-2	0	8	-1	10
CN(C)CCCNCCNC(=O)/C=N\O	1	0	1	-2	0	-2	1	14	7
Cc1ccc2nc(-c3ccc(SCC(=O)Nc4cc(C)on4)nc3)[nH]c2c1	-31	-8	-1	-7	-21	-9	-5	-6	-5
Cc1ccc(C(=O)N2CCCCCC2)cc1S(=O)(=O)N1CCOCC1	-4	-5	-2	2	1	0	5	-6	4
CC1CCN(C(=O)CN(C)S(=O)(=O)c2cccc3nsnc23)CC1	-4	5	-5	8	3	2	-1	5	1
Nn1c(SCC(=O)NCc2ccc3c(c2)OCO3)nnc1C1CC1	-3	-1	-7	7	-3	1	3	-1	10
Cn1c(NCCN2CCOCC2)nc2c1c(=O)n(Cc1cccc(Cl)c1)c(=O)n2C	6	5	1	5	11	1	28*	24	-1
CCOc1ccc(C(=O)Nc2ccc(NC(=S)NC(=O)CC)cc2)cc1Cl	-12	-2	-3	0	3	-5	-4	7	-10
(further entries)
SMILES	PME-1 inh	pPAFAH inh	PAD4 FP inh	GSTO1 counter	LYPLA2 inh	LYPLA1 counter	PAFAH1B2 FP inh	PREPL inhibitor	PAFAH1B3 inh
COc1cc(SC)ccc1C(=O)NCCNC(=O)c1nonc1N	2	0	0	-1	-3	-2	-1	-5	2
CC1CCc2nc3sc4c(c3c(N)c2C1)CCCC4 (stereo unspecified)	0	10	3	-2	-2	2	4	12	6
CC1(C)CC2CC(C)(CN2C(=O)c2ccc([N+](=O)[O-])cc2)C1 (stereo unspecified)	6	1	-2	0	-4	3	15	5	7
COCC(C)n1c(C)cc(C(=O)COc2ccc(S(=O)(=O)N3CCOCC3)cc2Cl)c1C (stereo unspecified)	3	-1	4	6	8	-1	5	-4	4
O=C(NC1(C(F)(F)F)N=C(c2ccccc2)NC1=O)c1ccc(Cl)cc1Cl (stereo unspecified)	0	-3	4	7	4	0	3	14	5
CC(NC(=O)c1ccc(F)cc1)c1ccc(F)cc1 (stereo unspecified)	1	6	3	-9	0	-3	-1	1	-6
CC(C)=CC/C=C1\CCC(C(=O)O)C(C(=O)O)C1 (stereo unspecified)	4	3	2	2	9	2	12	6	12
CCN(CC(=O)Nc1c(F)cccc1F)C(=O)c1ccccn1	6	0	-1	.	4	2	6	3	-2
CC12CCC(=O)N1C(C(=O)NCCN1C(=O)S/C(=C\c3ccc(OC(F)F)cc3)C1=O)CS2 (stereo unspecified)	0	-4	-5	2	-3	-2	4	-58	-4
COCC(=O)N(CCN(C)C)Cc1cc2cc3c(cc2nc1Cl)OCO3	-7	1	-1	-1	-1	-4	2	4	3
CN(C)c1cccc2cccc(N(C)C)c12	1	4	-1	2	-3	-3	0	-1	9
O=C1COc2ccc(C(=O)/C=C/c3ccccc3)cc2N1	-3	-8	-2	-24	-1	0	-2	2	1
O=C(O)c1ccc2c(c1)C(=O)N(c1cc([N+](=O)[O-])ccn1)C2=O	5	2	1	6	-1	-3	4	6	2
CCOc1ccc2nc(NC(=O)CSc3nnnn3C3CCCCC3)sc2c1	-19	1	2	21	-25	-19	4	1	3
COc1cc(/C=C(\NC(=O)c2ccccc2)C(=O)NCC(=O)O)c([N+](=O)[O-])cc1OC	1	-3	1	4	7	0	1	9	2
N#C/C(=C\c1ccccc1)c1nc2ncccc2[nH]1	6	9	-3	6	8	0	5	29	9
CSCC[C@H](NC(=O)OC(C)(C)C)c1nnc(SCc2cccc(F)c2)o1	-2	3	0	2	2	-3	3	11	5
COc1ccc(C(=O)NCC(=O)OCC(=O)NC2CCCCCC2)cc1	.	8	-2	.	.	.	3	15	1
COC(=O)C1=C(C)OC(N)=C(C#N)C1c1cc(OC)ccc1OC (stereo unspecified)	-2	1	2	7	-1	1	-3	-8	3
COc1ccc(C)cc1NC(=O)Nc1cccc(C(=O)O)c1	-4	0	-5	-4	-4	1	-3	4	9
CCCc1cc(=O)oc2c(C)c(OCC(=O)NCc3ccccn3)ccc12	2	4	1	0	-2	-2	4	-7	11
O=C(c1ccc(S(=O)(=O)N2CCCCCC2)cc1)N(c1ccccn1)C1CCCCC1	-2	-1	-1	-6	-3	-4	-8	15	-1
COc1cc(/C=C(/C(=O)O)c2ccc(-c3ccccc3)cc2)cc(OC)c1OC	1	14	6	2	2	1	6	1	7
Cc1ccc(OCCN2CCNCC2)c([N+](=O)[O-])c1	1	6	1	4	10	-4	3	3	10
O=C(Nc1ccc(NC(=O)c2ccc(S(=O)(=O)c3ccccc3)cc2)cc1)c1ccccc1	-2	-3	-1	3	-5	1	2	4	-5

Single values from the results shown.
Value for `COC(=O)C1=C(C)OC(N)=C(C#N)C1c1cc(OC)ccc1OC` (stereo unspecified) under LYPLA2 inh: -1
Value for `O=C1COc2ccc(C(=O)/C=C/c3ccccc3)cc2N1` under PAD4 FP inh: -2
Value for `COc1ccc(C(=O)NCC(=O)OCC(=O)NC2CCCCCC2)cc1` under PREPL inhibitor: 15

Continuation.
SMILES	PME-1 inh	pPAFAH inh	PAD4 FP inh	GSTO1 counter	LYPLA2 inh	LYPLA1 counter	PAFAH1B2 FP inh	PREPL inhibitor	PAFAH1B3 inh
COC(=O)c1ccc(NC(=O)CN(Cc2ccc(Cl)cc2)S(C)(=O)=O)cc1	0	6	-2	2	-5	-2	0	-32	8
O=C(NCNC(=O)c1ccccc1)c1ccccc1	2	3	-5	1	-3	-7	-4	2	8
C[C@@H]1CN([C@@H](C)CO)C(=O)c2cccc(NS(C)(=O)=O)c2O[C@H]1CN(C)Cc1ccc(C(=O)O)cc1	.	1	2	.	.	.	1	0	-3
Cc1ccc2c(c1)c1ncnc(N3CCN(c4ccccc4)CC3)c1n2C	0	3	-4	0	4	0	9	33	-4
c1cn(CCCNC2=NCCCCC2)cn1	-6	3	1	-1	-8	-5	1	-4	4
CCN(CC)CCn1c2c(c(SCC(=O)Nc3ccc4c(c3)OCCO4)nc1=O)CCCC2	1	3	-1	9	7	1	5	13	3
O=c1c(CN2CCN(Cc3ccccc3F)C(CCO)C2)coc2ccccc12 (stereo unspecified)	-2	5	1	1	2	-1	1	2	10
COc1cccc(/C=C/C(=O)OCC(=O)N2CCCC2)c1OC	.	-5	-7	.	.	.	7	4	8
CNc1c(N)c(=O)oc2ccccc12	4	2	-2	16	1	1	3	5	3
CCCn1nc2cc(C(=O)NCCc3ccc(C)cc3)ccc2c1OCC	-1	2	6	4	4	0	2	2	7
COc1cc(/C=N/NC(=O)CSc2ccccn2)ccc1OC(C)C	0	6	-6	-1	9	-1	.	1	.
Cc1ccc(CCNC(=O)CC(C)CC2=NS(=O)(=O)c3ccccc3N2)cc1 (stereo unspecified)	6	5	4	18	-4	-2	13	1	6
Cc1ccc(C)c(C(=O)COc2ncnc3ccccc23)c1	-1	-2	4	1	3	1	4	-5	1
COC(=O)c1cc2sccc2n1Cc1nc(-c2ccc(Cl)cc2)oc1C	-7	3	6	-1	-1	-5	-2	-3	-4

Structural class, those above containing an aryl thioether with sulfur outside any ring
SMILES	PME-1 inh	pPAFAH inh	PAD4 FP inh	GSTO1 counter	LYPLA2 inh	LYPLA1 counter	PAFAH1B2 FP inh	PREPL inhibitor	PAFAH1B3 inh
CC(C)(C)C(=O)Nc1nnc(SCC(=O)NC2CCCC2)s1	-2	0	-4	2	6	1	0	10	-1
CCOc1ccc(-c2nnc3ccc(SC)nn23)cc1	-9	-9	0	5	-5	-4	1	0	12
CCOc1ccc(CSc2nc(C)cc(COC)c2C#N)cc1OCC	1	4	1	0	-2	0	8	-1	10
Cc1ccc2nc(-c3ccc(SCC(=O)Nc4cc(C)on4)nc3)[nH]c2c1	-31	-8	-1	-7	-21	-9	-5	-6	-5
Nn1c(SCC(=O)NCc2ccc3c(c2)OCO3)nnc1C1CC1	-3	-1	-7	7	-3	1	3	-1	10
COc1cc(SC)ccc1C(=O)NCCNC(=O)c1nonc1N	2	0	0	-1	-3	-2	-1	-5	2
CCOc1ccc2nc(NC(=O)CSc3nnnn3C3CCCCC3)sc2c1	-19	1	2	21	-25	-19	4	1	3
CSCC[C@H](NC(=O)OC(C)(C)C)c1nnc(SCc2cccc(F)c2)o1	-2	3	0	2	2	-3	3	11	5
CCN(CC)CCn1c2c(c(SCC(=O)Nc3ccc4c(c3)OCCO4)nc1=O)CCCC2	1	3	-1	9	7	1	5	13	3
COc1cc(/C=N/NC(=O)CSc2ccccn2)ccc1OC(C)C	0	6	-6	-1	9	-1	.	1	.
